S1P4 agonist = human S1P4 receptor agonism; 220,000 compounds, 0.35% hits; AID 1509; O95977; activation, % at 4.98 µM; S1P4-expressing cell line, agonist reporter assay; in the data active means activation above about 11%;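 further: 0% = DMSO vehicle and 100% = reference agonist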
Target sequence (O95977 whole entry, looked up): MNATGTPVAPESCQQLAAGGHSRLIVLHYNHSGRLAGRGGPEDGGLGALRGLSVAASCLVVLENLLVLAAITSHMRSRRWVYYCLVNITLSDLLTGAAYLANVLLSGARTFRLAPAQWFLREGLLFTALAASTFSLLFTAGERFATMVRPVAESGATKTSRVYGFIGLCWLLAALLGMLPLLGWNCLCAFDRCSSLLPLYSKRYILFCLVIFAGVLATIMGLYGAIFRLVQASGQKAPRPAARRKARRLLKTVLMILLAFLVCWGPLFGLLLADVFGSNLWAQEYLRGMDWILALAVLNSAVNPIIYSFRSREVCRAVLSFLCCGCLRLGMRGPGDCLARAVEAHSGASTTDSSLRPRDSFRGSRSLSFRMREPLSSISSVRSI
Runt-CBFb FRET = blocks binding of human RUNX1 Runt domain to CBFb; Cerulean-Runt/Venus-CBFb FRET ratio 530/480, 1 h; AID 1496; inhibition, % at 20 µM; 220,000 compounds, 0.46% hits; Q01196+Q13951;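 active means inhibition over about 50% at 20 µM in the single-dose screen, limit read from the data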;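 further: 0% = DMSO wells and 100% = excess unlabeled CBFb competitor control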
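Reagent – Venus-CBFb binding partner, 100 nM · Assay system – Cerulean-tagged RUNX1 Runt domain (FRET donor) fusion protein · Input – 100 nM per protein · Incubation – two 1 h room-temperature incubations shielded from light · Measured by – FRET fluorescence · Medium – Tris buffer pH 7.5 with salts and BSA · Benchmarks – unlabeled CBFb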
NPY-Y1 antag = NPY-Y1 (human) receptor antagonism | P25929 | HEK293-CNG Y1 cells, membrane potential fluorescence; NPY at EC95, then isoproterenol | inhibition, % at 3.6 µM | 200,000 compounds, 1% hits | AID 1040;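 active means inhibition above the campaign mean inhibition of all tested compounds plus 3 SD, cut at about 20% in these data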;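 further: 0% = DMSO wells given NPY plus isoproterenol and 100% = isoproterenol alone without NPY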
Target sequence (P25929 whole entry, looked up): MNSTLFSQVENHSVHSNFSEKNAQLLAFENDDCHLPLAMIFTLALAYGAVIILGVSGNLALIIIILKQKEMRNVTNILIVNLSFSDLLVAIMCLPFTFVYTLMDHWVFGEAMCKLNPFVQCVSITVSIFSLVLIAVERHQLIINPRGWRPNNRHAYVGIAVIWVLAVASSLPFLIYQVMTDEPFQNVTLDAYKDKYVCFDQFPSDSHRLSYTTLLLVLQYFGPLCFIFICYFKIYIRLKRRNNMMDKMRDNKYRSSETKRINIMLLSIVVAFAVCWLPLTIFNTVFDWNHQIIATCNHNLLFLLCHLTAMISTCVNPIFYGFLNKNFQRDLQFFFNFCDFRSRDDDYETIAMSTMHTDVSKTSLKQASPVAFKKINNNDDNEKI
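Assay system: HEK293 Y1/CNG channel cell line; Doses: single compound dose of 3.6 µM, 0.4% DMSO; Timing: dye 3 h, compound 60 min room temperature, stimulation 45 min; Technique: Membrane-potential fluorescent dye readout; Measure: % inhibition of NPY effect.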
S1P4 antag = antagonists of human S1P4 receptor; inhibition, % at 4.98 µM; S1P4-expressing cells, antagonist mode, reporter read-out; 220,000 compounds, 0.26% hits; in the data active means inhibition above about 29%;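 further: 0% = wells stimulated with agonist and 100% = vehicle wells without agonist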
RBBP9 inhibitor = human RBBP9 hydrolase inhibition; O75884; recombinant RBBP9, FP-Rh probe fluorescence polarization; inhibition, % at 7.94 µM; 220,000 compounds, 0.2% hits; AID 1515;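 active means inhibition above the campaign mean of all tested compounds plus 3 SD, cut at about 14% in these data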;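 further: plate controls were DMSO wells with RBBP9 for no effect and wells lacking RBBP9 protein for full effect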
Target sequence (O75884 whole entry, looked up): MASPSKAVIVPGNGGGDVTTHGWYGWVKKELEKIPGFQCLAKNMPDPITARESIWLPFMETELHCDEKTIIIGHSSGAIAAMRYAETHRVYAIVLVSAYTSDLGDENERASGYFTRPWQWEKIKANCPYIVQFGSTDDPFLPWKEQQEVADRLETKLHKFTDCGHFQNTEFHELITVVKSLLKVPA
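Test system – recombinant human RBBP9 · Input – RBBP9 2.5 µM in dispensing solution, pre-mixing · Medium – Tris buffer pH 8.0, NaCl, Pluronic · Schedule – preincubation 30 min plus labeling 45 min at 25 °C · Measured by – fluorescence polarization · Measure – % inhibition · Controls – DMSO and no-protein wells · Replicates – one well per compound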
NPY2 pot ag = human NPY-Y2 potentiation or agonism, primary screen | P49146 | cells expressing NPY-Y2, potentiator/agonist read-out | activation, % at 3.6 µM | 220,000 compounds, 0.45% hits | AID 1359; in the data active means activation above about 27%;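 further: cells stimulated with NPY near EC25 plus isoproterenol at EC100; 0% = vehicle plus submaximal agonist and 100% = vehicle plus saturating agonist; some results beyond the cut were filed as inactive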
BaF3 tox = parental Ba/F3 viability inhibition as JAK2V617F counter-screen. CellTiter-Glo ATP luminescence. inhibition, % at 5.6 µM. 220,000 compounds, 1.1% hits;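 active means inhibition above a per-campaign cutoff, the mean inhibition of all tested compounds plus 3 SD, cut at about 27% in these data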;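 further: 0% = DMSO wells and 100% = JAK Inhibitor I control wells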
NPY1 pot ag = potentiators or agonists of human neuropeptide Y receptor Y1. P25929. 220,000 compounds, 0.37% hits. NPY-Y1 expressing cells, potentiator/agonist activation. activation, % at 3.6 µM; in the data active means activation above about 33%, passing the limit was not always enough;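 further: cells stimulated with NPY at EC10 then isoproterenol at EC100; 0% = low agonist plus stimulus and 100% = saturating agonist plus stimulus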
Ba/F3 V617F tox = loss of viability in JAK2V617F-driven Ba/F3 cells | Ba/F3 EpoR-JAK2V617F viability, ATP luminescence | inhibition, % at 5.6 µM | 220,000 compounds, 1.1% hits | AID 1446;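 active means inhibition above the campaign mean plus 3 SD over all tested compounds, cut at about 24% in these data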;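 further: cytokine-independent growth of Ba/F3 cells driven by EpoR plus mutant JAK2; 0% = DMSO-treated cells and 100% = JAK inhibitor I control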
The depositor's hits bear a star; . = no result given. This is a random part of the collection; 3.6% or so of the library scored in one or more.

cpd	SMILES	S1P4 agonist	Runt-CBFb FRET	NPY-Y1 antag	S1P4 antag	RBBP9 inhibitor	NPY2 pot ag	BaF3 tox	NPY1 pot ag	Ba/F3 V617F tox
1	Cn1c(N)c(C(=O)COC(=O)c2ccc(Br)o2)c(=O)n(C)c1=O	1.1	-2	1	-19	-2	11	2	-5	0
2	O=C(NC1CCCC1)C(NS(=O)(=O)c1cccc2nsnc12)c1ccccc1 (configuration not stated)	0.1	0	-7	-9	-4	-1	2	0	2
3	CCCNC(=O)Cn1sc2nc(C)cc(C)c2c1=O	1.1	14	.	-8	-10	-44	-7	11	-2
4	CC(=O)CSc1ncnc2nc[nH]c12	0.9	-3	2	5	4	-3	33*	-9	25*
5	Cc1nc(NC(=O)c2cc(-n3cnnc3)ccc2Cl)ccc1Br	0.5	1	6	19	-8	16	4	0	-1
6	COc1ccc(C(CNC(=O)c2ccc(OCC3CCCO3)cc2)N2CCOCC2)cc1 (configuration not stated)	0.7	1	-6	20	0	9	0	10	1
7	COc1ccc(NC2c3ccccc3C(=O)N2c2ccccn2)cc1Cl (configuration not stated)	1.2	2	-1	-7	-8	-12	13	1	-1
8	COC(=O)C1=C(N)n2c(s/c(=C\c3cccnc3)c2=O)=C(C(=O)OC)C1c1cccnc1 (configuration not stated)	0.8	-6	3	3	-11	8	3	7	0
9	Cc1ccc(S(=O)(=O)N2CCN(CC(=O)N/N=C\c3ccc(O)c(O)c3)CC2)cc1	-0.5	16	.	4	-7	-3	-1	-29	1
10	O=C(Cc1cccs1)N1CCN=C1SCc1ccccc1Cl	-0.2	0	6	1	-6	7	1	6	0
11	Cc1ccc(OCc2nnc(SCC(=O)CC(=O)Nc3ccccc3)o2)cc1	0.3	-4	1	-5	-7	5	2	-7	-2
12	COc1ccc(N2CCN(C(c3ccccc3)c3nnnn3Cc3ccc(F)cc3)CC2)cc1 (configuration not stated)	1.1	0	4	-1	5	16	0	19	-3
13	Cc1ccc(CSc2ncn(-c3ccccc3)n2)cc1	2.4	0	10	-30	-9	-21	7	-16	-1
14	CS(=O)(=O)N(CC(=O)NN=C1CCCCCC1)c1ccc(Oc2ccccc2)cc1	0.2	-3	-4	1	2	-3	4	-5	1
15	O=C(O)C(Cc1ccccc1)N1C(=O)C2CCCCC2C1=O (configuration not stated)	-1.6	3	9	-12	-2	3	4	11	-1
16	NC(=NCCc1c[nH]c2ccccc12)NC(=O)c1ccc(F)cc1	1.2	3	.	0	-8	-10	6	18	4
17	C#Cc1ccc([C@@H]2C=C(C(=O)N3CCN(Cc4ccccc4)CC3)O[C@H](OCC)[C@H]2CCCO)cc1	-1.1	-4	0	7	-1	-7	2	-12	-1
18	COc1cc(S(=O)(=O)NCCc2ccc3c(c2)OCO3)ccc1-n1cnnn1	-0.8	2	1	4	-4	-22	3	-36	1
19	Cn1c(SCc2ccc(F)cc2)nnc1-c1ccccn1	1.2	-1	4	-20	-12	-10	7	-8	-2
20	N#CC1=C(N)NC(SCc2ccccc2)=C(C#N)C12CCCCC2	2.0	0	-9	-20	-3	-1	7	36	-1
21	CNc1ccc(Cl)nn1	-1.2	1	-7	-16	0	3	1	-8	-4
22	O=C(CN1C(=O)C2CCCCC2C1=O)N1CCN(c2ncccn2)CC1 (configuration not stated)	1.2	1	.	-11	-2	7	3	18	-1
23	O=C(NCCc1c[nH]c2ccccc12)/C(=C\c1cccnc1)NC(=O)c1ccco1	0.5	-1	0	-22	-3	2	0	9	-3
24	Cc1ccc(SCc2c(-c3ccccc3)nn(C)c2Cl)cc1	-2.3	0	-1	5	1	-5	0	-12	-4
25	NC(=O)CSc1nnc(-c2ccccc2Br)n1-c1cccc(C(F)(F)F)c1	1.2	-1	-8	-23	-5	7	-1	-10	-4
26	COc1cc(OC)cc(C(=O)NNC(=O)CCc2ccccc2)c1	1.5	1	0	-6	-10	-4	7	7	-3
27	COc1ccc(Cl)cc1NC(=O)CN(C)CC(=O)Nc1ccccc1N1CCOCC1	1.8	-4	4	-1	-9	8	76*	-4	83*
28	COc1ccc(N2CC(O)=C(c3nc(-c4ccccc4)cs3)C2=N)cc1	-0.9	2	.	0	1	-29	0	-8	-3
29	COC(=O)C(NC(=O)Nc1ccccc1OC)C(C)C (configuration not stated)	0.8	1	2	17	-5	1	10	-18	1
30	COc1ccc2[nH]c(C)c(C(=O)CN3CCOCC3)c2c1	2.2	0	-9	6	2	11	-2	3	-3
31	CC(Oc1ccc(-c2ccccc2)c(F)c1)c1ccn(S(=O)(=O)c2ccc(F)cc2)n1 (configuration not stated)	-0.6	0	4	-20	-9	7	6	-2	3
32	CC(C)NC(=O)NC(=O)CSc1ncc(C(F)(F)F)cc1Cl	-2.3	-5	2	-6	-5	13	0	4	-4
33	Cc1ccc(NC(=O)Nc2nnc(-c3ccncc3)s2)cc1C	0.1	.	3	8	-2	11	0	11	-3
34	CC(C)(C)NC(=O)c1ccc2c(c1)CCO2	1.6	0	.	-6	-7	15	-1	11	-3
35	Cc1ccc(C)c(N2CCN(C(=O)CSc3ccsc3[N+](=O)[O-])CC2)c1	1.7	1	-4	-11	-3	1	0	-14	-1
36	COc1cc(C2C(C#N)=C(C)NC3=C2C(=O)CC(C)(C)C3)ccc1OCCO (configuration not stated)	0.6	0	10	-15	-11	3	0	-8	-4
37	S=C(Nc1cccc(Cl)c1)NC1CCCCC1	1.2	-3	-5	-8	-10	5	5	7	1
38	O=C(c1ccc(-c2ccccc2)cc1)N1CCN(Cc2ccccn2)CC1	0.1	-1	-2	2	5	9	2	4	-1
39	Cc1ccccc1NC(=O)COC(=O)Cc1cccc(C(F)(F)F)c1	-0.4	-1	5	5	-6	-4	5	-12	4
40	CSc1nc2ccccc2n1CC(=O)Nc1c(C)n(C)n(-c2ccccc2)c1=O	-2.3	-1	0	-8	3	16	-4	-3	-7
41	COc1ccc(C2CC(=O)N(c3ccccc3)C3=C2C(=O)CCC3)cc1 (configuration not stated)	-0.3	3	.	-1	1	-21	-3	-4	0
42	CCOC(=O)c1csc(NC(=O)c2ccc(S(=O)(=O)N3CCCC3)cc2)n1	0.0	-2	-2	-4	-4	4	2	14	0
43	CS(=O)c1ccccc1-c1nc(-c2ccc(Cl)cc2)no1 (configuration not stated)	1.4	-6	4	-19	-3	-1	3	6	2
44	COC(=O)Nc1sc2nc(C)cc(C)c2c1-n1cccc1	-0.1	1	0	-14	2	-1	2	-26	-3
45	COC(=O)CSc1ccc(S(=O)(=O)N2CCCCCC2)cc1[N+](=O)[O-]	0.7	2	-12	7	-4	0	8	60*	-1
46	O=C(NCc1ccc(Cl)c(Cl)c1)c1ccco1	-1.7	-2	-3	-3	-3	10	-1	12	-2
47	CCOC(=O)C1=C(C)NC(C)=C(C(=O)OCC)C1C(=O)OCC(=O)N1CCc2ccccc2C1	1.4	-6	3	-10	-1	6	3	-4	-3
48	CSc1ncc(Cl)c(C(=O)Nc2cccc3ccccc23)n1	1.9	0	0	-5	-4	5	2	-1	-1
49	Cc1c(Cl)cccc1NC(=O)c1cccc(NC(=O)CCC(=O)O)c1	-3.2	2	1	4	-13	-13	4	-2	-3
50	Cc1ccccc1NC(=S)N(CCc1c(C)[nH]c2ccc(F)cc12)Cc1cccnc1	0.7	0	-5	12	-7	7	8	7	-1

Later entries:
cpd	SMILES	S1P4 agonist	Runt-CBFb FRET	NPY-Y1 antag	S1P4 antag	RBBP9 inhibitor	NPY2 pot ag	BaF3 tox	NPY1 pot ag	Ba/F3 V617F tox
51	Cc1ccc(NC(=O)/C=C/c2ccc3c(c2)OCO3)nc1	0.4	-2	2	3	-2	-5	8	12	2
52	CCOC(=O)C1=C(CN2CCCCCC2)NC(=O)NC1c1cccc([N+](=O)[O-])c1 (configuration not stated)	-2.2	2	19	8	-11	-17	7	-17	3
53	Cc1ccc(C)c(OC2=NS(=O)(=O)c3ccccc32)c1	1.8	1	6	-22	-13	-3	0	7	-3
54	COc1cccc(-n2c(SCc3cc(=O)oc4cc(O)c(O)cc34)nc3ccccc3c2=O)c1	-0.1	67*	1	4	-18	23	6	8	4
55	N#Cc1ccc(-c2ccc(OCC(O)Cn3nnc4ccccc43)cc2)cc1 (configuration not stated)	-1.1	.	5	5	-5	-4	5	-1	-3
56	O=C(NCc1ccccc1Cl)c1csc2c1CCCCC2	-0.4	1	10	-1	1	13	1	13	-4
57	c1ccc(CSc2ncnc3c2oc2ccccc23)cc1	2.2	.	2	6	-3	-1	1	-24	-6
58	COc1ccc(C(=O)NCCc2nnc3ccc(SCC(=O)Nc4cc(C)on4)nn23)cc1	1.5	0	4	-4	-7	0	4	0	-1
59	CC(=O)c1c(C)nn(-c2ccccc2)c1C	-0.4	2	.	-3	2	-6	-6	8	-1
60	Cc1ccc(N)c(C(O)(C(F)(F)F)C(F)(F)F)c1	-0.9	0	3	5	-4	3	3	7	-2
61	COc1ccc2c(-c3ccccc3)cc(N3CCOCC3)nc2c1	-0.5	-3	6	-7	-10	-3	4	-27	-1
62	O=C(Nc1ccccc1)N(CCc1nc2ccccc2[nH]1)C1CCCC1	-0.6	-1	-4	0	-2	-4	3	-16	-1
63	COc1ccc(N/C=C/C(=C(C#N)C#N)N(C)C)cc1	-1.6	0	-1	-16	6	-3	-2	8	-4
64	Cc1ccc(C2CC(=O)C(C=NCCN3CCN(C(=S)Nc4ccccc4)CC3)=C(O)C2)cc1 (configuration not stated)	0.9	-5	-4	7	-10	-6	5	15	0
65	O=[N+]([O-])c1ccc(-c2ccc(/C=N/c3c(-c4ccco4)nc4ccccn34)o2)cc1	1.6	4	-2	-2	0	0	1	32	0
66	CCN(CC)S(=O)(=O)c1ccc(C(=O)Nc2ncn(Cc3ccccc3)n2)cc1	1.4	-1	0	-14	-4	1	2	-1	1
67	COc1ccccc1NC(=O)CSc1ncn(-c2ccccc2)n1	2.5	2	8	-16	-3	-19	2	-26	-3
68	Fc1ccc(-c2cc(C(F)(F)F)nc(N3CCCCC3)n2)cc1	0.2	-3	-1	-15	-4	-3	2	-5	4
69	O=C(O)/C(=C\c1ccccc1)c1ccccc1	-1.1	0	.	-16	-8	11	0	0	-1
70	Cc1nc2sccc2c(=O)n1-c1cccc(Cl)c1	0.4	1	2	-20	5	-8	-3	-7	0

Three of the entries above in order of their number in Runt-CBFb FRET, low to high.
# | Compound | Runt-CBFb FRET
68 | Fc1ccc(-c2cc(C(F)(F)F)nc(N3CCCCC3)n2)cc1 | -3
58 | COc1ccc(C(=O)NCCc2nnc3ccc(SCC(=O)Nc4cc(C)on4)nn23)cc1 | 0
52 | CCOC(=O)C1=C(CN2CCCCCC2)NC(=O)NC1c1cccc([N+](=O)[O-])c1 (configuration not stated) | 2

Compound activity as filed in PubChem.
